# Compound activity: PubChem BioAssay, National Center for Advancing Translational Sciences (NCATS)
# FLuc counter = qHTS profiling assay for firefly luciferase inhibitor/activator using purifed enzyme and Km concentrations of substrates (counterscreen for miR-21 project) | Luciferin 4-monooxygenase (Photinus pyralis), P08659 | purified FLuc, Km substrates, luminescence inhibition | Potency, µM (titrated, usually from 57.5 µM), for inactives: top-dose activity change, negative = inhibition, actives largely listed as inhibitors | actives 6.9% (n = 360,000); active means well fitted inhibition curve with a large enough effect; inconclusive means small, poorly fitted or top-dose-only effect;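 further: plate controls were vehicle for no effect and reference inhibitor for full effect; nearly all actives have a fitted effect of over 55% in size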
# Target sequence (P08659 whole entry, looked up): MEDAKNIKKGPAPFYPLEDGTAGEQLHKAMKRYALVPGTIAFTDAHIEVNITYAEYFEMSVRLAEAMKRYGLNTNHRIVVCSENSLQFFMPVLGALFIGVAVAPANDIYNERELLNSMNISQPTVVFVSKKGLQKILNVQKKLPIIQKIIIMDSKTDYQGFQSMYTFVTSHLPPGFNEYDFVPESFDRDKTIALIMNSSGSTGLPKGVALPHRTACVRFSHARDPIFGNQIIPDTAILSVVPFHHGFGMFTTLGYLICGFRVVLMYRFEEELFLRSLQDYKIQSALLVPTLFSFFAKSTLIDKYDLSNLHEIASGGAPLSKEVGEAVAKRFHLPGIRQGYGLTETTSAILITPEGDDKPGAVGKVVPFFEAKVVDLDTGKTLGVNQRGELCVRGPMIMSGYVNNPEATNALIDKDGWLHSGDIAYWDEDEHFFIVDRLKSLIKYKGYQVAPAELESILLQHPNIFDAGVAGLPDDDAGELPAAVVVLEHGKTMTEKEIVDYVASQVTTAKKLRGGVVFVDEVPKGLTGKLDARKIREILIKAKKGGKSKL
#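 Purified P. pyralis luciferase (10nM final) with 10uM D-luciferin and 10uM ATP (Km levels) in 50mM Tris acetate pH 7.5, 10mM Mg acetate, 0.01% Tween-20, 0.05% BSA; qHTS 6-point titration, ~60 µM downward; luminescence read.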
# An asterisk follows results filed as active; ? = inconclusive. Potency means the concentration at half of the fitted maximal effect. Not all compounds are listed; count on the stated rates, not on these rows.
# The opening 16 records (preview)
SMILES,FLuc counter
CCn1c(=O)n(CC)c2cc(N3CCCCC3)c(NC(=O)Nc3ccccc3Cl)cc21,0.0%
O=C(NCc1cccnc1)C(=O)NCC(c1cccnc1)N1CCN(c2ccccc2)CC1 (stereo unspecified),5.4%
Cc1cccc(NC(=O)c2cc(S(=O)(=O)N3CCc4ccccc43)ccc2F)c1C,-5.4%
Cc1ccc(OCC(=O)Nc2ccccc2OCc2cc(=O)n3ccccc3n2)cc1C,?
Cc1cccc(CNC(=O)CN2C(=O)CCCc3ccccc32)c1,-2.5%
COc1cccc(CN2CCc3nc(Nc4ccc5c(c4)OCCO5)ncc3C2)c1,23.9µM*
COc1cccc(NC(=O)C(Cc2ccccc2)N2Cc3ccccc3C2=O)c1 (stereo unspecified),-5.2%
CCc1ccc(-c2nn(CC(=O)Nc3ccccc3C)c3c2cnc2ccc(C)cc23)cc1,1.4%
CCCN(CCC)CCCNC(=O)C1CCC(CNS(=O)(=O)c2ccc(NC(C)=O)cc2)CC1 (stereo unspecified),0.1%
CN1C(=O)Cc2cc(S(=O)(=O)CCC(=O)N3CCN(c4ccc(Cl)cc4)CC3)ccc21,-3.5%
COc1ccccc1N1CCN(C(=O)c2ccc3c(c2)N(Cc2ccccc2)C(=O)c2ccccc2S3(=O)=O)CC1,0.7%
COc1ccccc1Cc1nc2ccccc2nc1SCC(=O)N(C)c1ccc(F)cc1,-8.6%
COc1ccccc1NC(=O)c1c(NC(=O)c2cccs2)sc2c1CCC(C(C)(C)C)C2 (stereo unspecified),-3.2%
O=C(NCc1ccc(F)cc1Cl)c1ccc(CSCc2ccccc2Cl)o1,?
CCCN1CCN(c2nnc(-n3cccc3C(=O)Nc3ccccc3C(F)(F)F)s2)CC1,-1.2%
O=C(NCc1noc2ccccc12)N1CCN(c2ccccc2F)CC1,-7.3%

# This part in full, repeating the preview:
SMILES,FLuc counter
CCn1c(=O)n(CC)c2cc(N3CCCCC3)c(NC(=O)Nc3ccccc3Cl)cc21,0.0%
O=C(NCc1cccnc1)C(=O)NCC(c1cccnc1)N1CCN(c2ccccc2)CC1 (stereo unspecified),5.4%
Cc1cccc(NC(=O)c2cc(S(=O)(=O)N3CCc4ccccc43)ccc2F)c1C,-5.4%
Cc1ccc(OCC(=O)Nc2ccccc2OCc2cc(=O)n3ccccc3n2)cc1C,?
Cc1cccc(CNC(=O)CN2C(=O)CCCc3ccccc32)c1,-2.5%
COc1cccc(CN2CCc3nc(Nc4ccc5c(c4)OCCO5)ncc3C2)c1,23.9µM*
COc1cccc(NC(=O)C(Cc2ccccc2)N2Cc3ccccc3C2=O)c1 (stereo unspecified),-5.2%
CCc1ccc(-c2nn(CC(=O)Nc3ccccc3C)c3c2cnc2ccc(C)cc23)cc1,1.4%
CCCN(CCC)CCCNC(=O)C1CCC(CNS(=O)(=O)c2ccc(NC(C)=O)cc2)CC1 (stereo unspecified),0.1%
CN1C(=O)Cc2cc(S(=O)(=O)CCC(=O)N3CCN(c4ccc(Cl)cc4)CC3)ccc21,-3.5%
COc1ccccc1N1CCN(C(=O)c2ccc3c(c2)N(Cc2ccccc2)C(=O)c2ccccc2S3(=O)=O)CC1,0.7%
COc1ccccc1Cc1nc2ccccc2nc1SCC(=O)N(C)c1ccc(F)cc1,-8.6%
COc1ccccc1NC(=O)c1c(NC(=O)c2cccs2)sc2c1CCC(C(C)(C)C)C2 (stereo unspecified),-3.2%
O=C(NCc1ccc(F)cc1Cl)c1ccc(CSCc2ccccc2Cl)o1,?
CCCN1CCN(c2nnc(-n3cccc3C(=O)Nc3ccccc3C(F)(F)F)s2)CC1,-1.2%
O=C(NCc1noc2ccccc12)N1CCN(c2ccccc2F)CC1,-7.3%
CCC(C(=O)NCCc1ccccc1)n1nc(C)c2sc3ccccc3c2c1=O (stereo unspecified),19µM*
CCCCC(=O)Nc1cc(-c2nc3cccnc3s2)ccc1C,-9.9%
CCc1ccc(-c2nn(CC(=O)Nc3ccccc3)c3c2cnc2ccc(F)cc23)cc1,1.7%
COc1ccc2c(c1)CC(C(=O)NCCCN1CCN(c3cccc(Cl)c3)CC1)CO2 (stereo unspecified),-4.9%
CCOc1ccccc1NC(=O)Cn1ncc2c(=O)oc3ccc(C)cc3c21,0.9%
CCOc1ccc(NC(=O)c2c(NCc3cccs3)sc3c2CCCCC3)cc1,?
COc1cccc(NC(=O)C2CCCN(c3ncnc4onc(C)c34)C2)c1 (stereo unspecified),-1.7%
CCc1ccc(NC(=O)c2nnn(Cc3cccc(C(F)(F)F)c3)c2N)cc1,-0.4%
Cc1cc(C)c(NC(=O)CSc2nccn2Cc2ccco2)c(C)c1,16.9µM*
# (more compounds)
SMILES,FLuc counter
Cc1ccc(CN2CCCn3nc(C(=O)NCc4ccccc4Cl)cc3C2=O)cc1,-10.7%
CCN(Cc1ccccc1)Cc1c(O)ccc2c(=O)c(-c3ccc(Cl)cc3Cl)coc12,1.5%
COC(=O)c1cc2oc3ccccc3c2n1Cc1c(C)cc(C)cc1C,-5.8%
COc1ccc(-c2nc3sc(CCNC(=O)Cc4ccc(F)cc4)c(C)n3n2)cc1,-20.6%
CNC(=O)COc1ccc(Nc2nnc(-c3ccc(C)c(S(=O)(=O)NC(C)(C)C)c3)c3ccccc23)cc1,15.1µM*
COc1c(Cl)cc(Cl)cc1C(=O)Nc1cccc(-c2nc3ccccc3o2)c1C,-7.8%
CCOC(=O)c1ccc(N2CCN(c3cc(C)ccc3C)CC2)c(NC(=O)Nc2ccccc2)c1,4.5%
CCOC(=O)c1c(S(=O)(=O)N2CCC(C(=O)N3CCN(c4ccc(F)cc4)CC3)CC2)c(C)n(C)c1C,-5.8%
CC(=O)Nc1ccc(NC(=O)CC2Sc3ccccc3NC2=O)cc1 (stereo unspecified),3.2%
COc1ccccc1N1CCN(C(=O)Cn2c(=O)nc(-c3ccccc3)c3cc(Cl)ccc32)CC1,-13.2%
COC(=O)c1ccccc1NC(=O)CSc1c2c(nc3ccc(Cl)cc13)CCCC2,-0.2%
Cc1ccc(N2CCN(S(=O)(=O)c3cc(C(=O)Nc4cc(Cl)cc(Cl)c4)ccc3F)CC2C)cc1 (stereo unspecified),-10.5%
CCOc1ccccc1NC(=O)c1ccc(F)c(S(=O)(=O)N2CCN(c3ccc(F)cc3)CC2)c1,-0.6%
O=c1c(N2CCc3ccccc3C2)csc2ccc(F)cc12,6.01µM*
O=c1[nH]c2ccc(NCc3ccc(-c4ccc(Cl)cc4)o3)cc2[nH]1,-5.6%
CC1CN(C(=O)N2CCC(C(=O)NCc3ccccc3F)CC2)c2cc(Cl)ccc2O1 (stereo unspecified),-17.0%
COc1ccccc1NC(=O)CSc1oc(-c2ccco2)nc1S(=O)(=O)c1ccc(C)cc1,2.0%
O=C(CSc1ccccc1)NCc1ccc2c(c1)CCN2C(=O)c1ccccc1,-19.9%
COc1ccc(NC(=O)Cn2c(=O)oc3cc(S(=O)(=O)NCc4ccccc4)ccc32)c(OC)c1,-12.3%
CC1CCN(S(=O)(=O)c2nnc(NC(=O)c3cccc(F)c3)s2)CC1,?
COC(=O)c1cc(NC(=O)CCS(=O)(=O)c2cc(Br)cc3c2N(C(=O)C2CC2)CC3)cc(C(=O)OC)c1,-5.1%
CCCCOc1ccccc1C1CC(=O)Nc2cc(C)c(C)cc21 (stereo unspecified),-11.5%
CCOc1ccc(-c2cn3c(n2)sc2cc(C(=O)NCCc4ccc(OC)c(OC)c4)ccc23)cc1,?
O=C(CCCCCn1c(=O)c2sccc2n(CC(=O)Nc2cc(C(F)(F)F)ccc2Cl)c1=O)NCc1ccccc1Cl,3.7%
Cc1ccc(C(Nc2ccccn2)c2ccc3cccnc3c2O)cc1 (stereo unspecified),-16.7%
# Going on with the list:
SMILES,FLuc counter
Cc1ccc(C(=O)NCC(c2cccs2)S(=O)(=O)c2cccs2)cc1 (stereo unspecified),3.7%
CC(C)Oc1ccc(CNC(=O)CN2C(=O)c3cccnc3Oc3ccc(Cl)cc32)cc1,-13.3%
Cc1ccccc1-c1nc(SCC(=O)N(C)c2ccccc2)c2c(=O)n(C)c(=O)n(C)c2n1,-3.1%
COc1ccc(-n2nc(C(=O)N3CCN(c4cccc(C)c4)C(C)C3)c3c4ccccc4n(C)c3c2=O)cc1Cl (stereo unspecified),-2.5%
CCOc1ccc2nc(N3CCCC(C(=O)NCc4ccc(OC)cc4)C3)sc2c1 (stereo unspecified),2.39µM*
Cc1ccc(NC(=O)c2cc(S(=O)(=O)NC3CCCCCC3)ccc2F)cc1F,-6.7%
COc1ccc(Br)cc1CNC(=O)CSc1n[nH]c(-c2ccccc2)n1,?
COc1cc(/C=C/c2nc3cc(Cl)ccc3c(=O)n2-c2ccc(C)cc2C)cc(OC)c1OC,-2.8%
CCOC(=O)c1ccc(NC(=O)CC2Sc3ccc(C(F)(F)F)cc3NC2=O)cc1 (stereo unspecified),-2.1%
Cc1oc(-c2ccc(C(=O)Nc3cc(F)ccc3F)cc2)nc1COc1ccccc1,-0.3%
COc1ccc(C2=NN(S(C)(=O)=O)C(c3cn(-c4ccccc4)nc3-c3cccs3)C2)cc1 (stereo unspecified),-15.4%
CCCNC(=O)CN1CCN(c2ccc(NC(=O)c3ccc(OC)cc3)cc2C(=O)O)CC1,1.9%
COc1ccc(NC(=O)c2c(NCc3cccs3)sc3c2CCCCC3)c(OC)c1,?
O=C(Cn1ncc2c([nH]c3ccccc32)c1=O)Nc1cc(F)ccc1F,-1.4%
O=C(CSc1nc(-c2cccs2)nc2cc(=O)[nH]n12)Nc1ccccc1Cl,?
CCOC(=O)c1cccc(NC(=O)c2oc3c(c2C)-c2nn(CC)cc2CC3)c1,-6.0%
O=C(NCc1ccccc1)c1ccc2nc(CCc3ccccc3)oc2c1,-12.9%
CCc1c(C)c2ccc(O)c(CN3CCN(c4ccc(OC)cc4)CC3)c2oc1=O,?
CCOC(=O)c1c(C)[nH]c(C)c1S(=O)(=O)N1CCC(C(=O)N2CCN(c3ccc(F)cc3)CC2)CC1,-5.7%
Cc1nn(C)c2c1c(-c1ccccc1)cc(=O)n2Cc1ccc(Cl)cc1,-4.0%
O=C(NCc1ccccc1Cl)c1nnc(Cc2cccc(F)c2)o1,-15.6%
COc1cc2c(=O)c(C(=O)c3ccc(C)c(C)c3)cn(Cc3ccc(F)cc3)c2cc1OC,0.0%
CCOc1ccc(C(=O)Nc2cccc(NC(=O)c3ccc(C(C)(C)C)cc3)c2)cc1Br,1.51µM*
COc1ccc(Cl)cc1NC(=O)CSc1nc2ccccc2nc1N1CCCCC1,-7.1%
Cc1ccc(-n2ncc3c(NCCCN4CCOCC4)ncnc32)cc1C,?
# (next part)
SMILES,FLuc counter
O=C(CSc1nc2c(c(=O)[nH]1)CN(Cc1ccc3c(c1)OCO3)CC2)Nc1ccc(F)c(F)c1,-1.4%
CCc1cnc2c(c1SCc1ccccc1C)c(=O)n(C)c(=O)n2C,-10.7%
CC1CCCCN1Cc1nc2c(c(=O)n(C)c(=O)n2C)n1Cc1ccc(Br)cc1 (stereo unspecified),0.3%
COC(=O)c1ccc(Cl)cc1NC(=O)Nc1nnc(N(C)C2CCCCC2)s1,1.0%
Cc1ccc(C)c(N2CCN(c3c(CN4CCCC4)c(=O)oc4ccccc34)CC2)c1,-0.8%
CCc1ccc(OCC(=O)Nc2ccc3c(c2)c2ccccc2n3CC)cc1,6.7%
Cc1oc(-c2ccccc2Cl)nc1CSc1nncn2c1cc1occc12,2.3%
Cc1cccc(-c2noc(CNC(=O)c3ccc(C)cc3C)n2)c1,-8.9%
O=C(Nc1cccc(C(F)(F)F)c1)C1CCCN1S(=O)(=O)c1cccc2nsnc12 (stereo unspecified),-1.0%
COc1cccc(NS(=O)(=O)c2cc3c4c(c2)C(C)C(=O)N4CCC3)c1 (stereo unspecified),3.1%
CCN(CCCNC(=O)c1nn(-c2ccc(OC)c(Cl)c2)c(=O)c2c1c1ccccc1n2C)c1ccccc1,-0.4%
CSc1ccc(CCNC(=O)CN2C(=O)c3cccnc3Oc3ccc(Cl)cc32)cc1,-3.2%
COc1ccc(C(=O)c2cn(Cc3ccc(F)cc3)c3c(F)cc(F)cc3c2=O)cc1,-0.3%
CC(C)c1nn2c(=O)cc(COC(=O)c3ccc(NC(=O)c4ccccc4Cl)cc3)nc2s1,-2.2%
CCc1cccc(-n2nnc(-c3nc(-c4cccs4)no3)c2N)c1,-12.9%
COc1ccc(-c2cn3nc(N4CCCC(C(=O)NCc5ccccc5Cl)C4)sc3n2)cc1 (stereo unspecified),9.53µM*
Cn1nnc2c(NCc3ccccc3Cl)ncnc21,3.9%
COc1ccc(-n2c(SCC(=O)NCc3ccc(C)cc3)nc3n[nH]c(C)c3c2=N)cc1,2.1%
COc1ccc(-c2nc(S(=O)(=O)c3ccccc3)c(N3CCCCC3)o2)cc1,-1.8%
COc1ccc(CCNc2ncnc3c2c(-c2ccccc2)cn3-c2ccc(F)cc2)cc1OC,-0.1%
COc1ccccc1Nc1cc(C(=O)NCCCN(C)c2ccccc2)c2ccccc2n1,-17.7%
CCc1ccc(-n2nc3ccc(NC(=O)c4cc5ccccc5o4)cc3n2)cc1,-0.4%
COc1ccc(S(=O)(=O)NCCc2csc3nc(-c4cccc(C)c4)nn23)cc1F,-6.7%
CCCCNC(=O)Cn1ncc2c(C)n(Cc3cccc(Cl)c3)c(C)c2c1=O,1.0%
O=C(Nc1cc(C(F)(F)F)ccc1Cl)c1cc(S(=O)(=O)NCc2ccccc2)ccc1F,-5.8%
Cc1cn2c(=O)c(S(=O)(=O)Nc3ccc(N4CCOCC4)cc3)c(C)nc2s1,0.3%
CCOCCCN(Cc1ccco1)C(=O)c1cc2c(s1)-c1c(C)cccc1OC2,-13.1%
Cc1cccc(N2CCN(Cc3nnc(-c4cccc(Br)c4)o3)CC2)c1C,1.5%
COc1ccc(-c2nc(SCC(=O)N3CCC(C)CC3)n[nH]2)cc1,?
COC(=O)c1scc(-c2ccc(C)cc2)c1S(=O)(=O)N1CCN(c2cccc(OC)c2)CC1,5.3%
